Bim-Bcl-2 – human Bim-Bcl-2 interaction inhibition; inhibition, % at 10 µM; Bead-based flow cytometry, Bim peptide-Bcl-2 binding; 190,000 tested, 0.06% active; AID 950; in the data active = inhibition above about 40%; inconclusive = no clear call, values can overlap the other calls;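 note: 0% = no compound wells with probe peptide and 100% = reference peptide inhibitor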
Target sequence (P10415 whole entry, looked up): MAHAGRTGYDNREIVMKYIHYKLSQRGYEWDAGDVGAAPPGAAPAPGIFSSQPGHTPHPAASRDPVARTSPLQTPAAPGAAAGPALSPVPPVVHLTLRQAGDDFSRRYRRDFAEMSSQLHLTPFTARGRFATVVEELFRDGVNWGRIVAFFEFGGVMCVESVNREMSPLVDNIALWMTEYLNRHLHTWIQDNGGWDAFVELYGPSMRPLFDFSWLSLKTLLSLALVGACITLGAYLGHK
Bim-Bfl-1 – human Bim-Bfl-1 interaction inhibition; Q16548; Bead-based flow cytometry, Bim-Bfl-1 binding inhibition; inhibition, % at 10 µM; 190,000 tested, 0.12% active; AID 1008;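 note: 0% = wells without compound plus tracer and 100% = blocker peptide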
Bcl-B Bim block – disrupts Bim peptide binding to human Bcl-B. Q9HD36. bead-based flow cytometry. inhibition, % at 10 µM. 190,000 tested, 0.073% active;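 note: 0% = tracer peptide without compound and 100% = reference inhibitor peptide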
Target sequence (Q9HD36 whole entry, looked up): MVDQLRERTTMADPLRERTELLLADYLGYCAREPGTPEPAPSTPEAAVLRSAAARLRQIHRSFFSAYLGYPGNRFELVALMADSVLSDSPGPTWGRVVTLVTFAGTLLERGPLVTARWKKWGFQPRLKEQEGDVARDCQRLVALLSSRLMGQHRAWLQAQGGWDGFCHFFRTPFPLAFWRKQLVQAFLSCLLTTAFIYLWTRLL
ABCB1 block – blocks JC-1 efflux by human ABCB1 transporter; P08183; CCRF-Adr cells, flow cytometry; inhibition, % at 6.6 µM; 190,000 tested, 0.067% active; in the data active = inhibition above about 40%;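 note: 0% = vehicle and 100% = reference inhibitor; higher value means more JC-1 retained so stronger ABCB1 efflux block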
Mcl-1 Bim block – disrupts Bim peptide binding to human Mcl-1; Q07820; Bead-based flow cytometry, Bim peptide-Mcl-1 binding; inhibition, % at 10 µM; 190,000 tested, 0.1% active;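 note: 0% = no compound tracer wells and 100% = peptide blocker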
RGS8-Gao reg – regulators of human RGS8-Galphao interaction. multiplexed bead flow cytometry, RGS8-Galphao binding; actives lie on both sides. 220,000 tested, 0.34% active. response (percent of control binding), % at 10 µM; in the data active = response below about 60% or above about 140%; inactive = in between;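 note: Galphao activated as the GDP aluminium fluoride complex binding bead-coupled RGS8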
Target sequence (P09471 whole entry, looked up): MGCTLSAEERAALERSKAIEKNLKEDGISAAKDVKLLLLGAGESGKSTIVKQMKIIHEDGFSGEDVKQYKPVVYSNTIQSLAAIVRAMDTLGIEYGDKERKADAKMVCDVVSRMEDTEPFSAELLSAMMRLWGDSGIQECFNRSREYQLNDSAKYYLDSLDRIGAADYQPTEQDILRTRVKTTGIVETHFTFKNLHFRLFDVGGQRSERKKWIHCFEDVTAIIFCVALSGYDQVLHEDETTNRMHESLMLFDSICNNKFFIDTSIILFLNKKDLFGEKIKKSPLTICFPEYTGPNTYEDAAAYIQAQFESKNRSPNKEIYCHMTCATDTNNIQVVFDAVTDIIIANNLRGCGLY
RGS4-Gao reg – human RGS4-Galphao interaction regulation; Multiplexed bead flow cytometry, RGS4-Galphao binding; actives lie on both sides; binding response (% of control), % at 10 µM; 220,000 tested, 0.33% active; P09471; in the data active = binding response below about 49% or above about 150%; inactive = in between;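 note: fluorescent Galphao activated with aluminum fluoride binding bead-coupled RGS4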
ABCG2 block – inhibitors of human ABCG2 transporter, ABCB1 counter-screen; inhibition, % at 6.6 µM; 190,000 tested, 0.1% active; Q9UNQ0; IgMXP3 cells, JC-1 efflux, flow cytometry;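 active = inhibition above 80%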;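 note: 0% = DMSO and 100% = nicardipine control wells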
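test system = two drug-resistant human cell lines, ABCG2 and ABCB1 | amount = 3 million cells/mL final, two lines in 1:1 ratio | reagent = JC-1 transporter substrate | doses = one concentration, 6.6 µM final | incubation = 10 min at 25 °C | signal = flow cytometric JC-1 green MFI at 530 nm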
Bcl-XL Bim block – human Bim-Bcl-XL interaction inhibition. Q07817. Bim peptide-Bcl-XL binding, bead flow cytometry, fluorescence. inhibition, % at 10 µM. 190,000 tested, 0.04% active
Bcl-W Bim block – inhibitors of Bim-Bcl-W interaction, human. 190,000 tested, 0.02% active. inhibition, % at 10 µM. bead-based flow cytometry, Bim peptide-Bcl-W binding. AID 952;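 note: 0% = bound tracer without compound and 100% = peptide blocker; higher means less fluorescent Bim peptide bound to Bcl-W beads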
Target sequence (Q92843 whole entry, looked up): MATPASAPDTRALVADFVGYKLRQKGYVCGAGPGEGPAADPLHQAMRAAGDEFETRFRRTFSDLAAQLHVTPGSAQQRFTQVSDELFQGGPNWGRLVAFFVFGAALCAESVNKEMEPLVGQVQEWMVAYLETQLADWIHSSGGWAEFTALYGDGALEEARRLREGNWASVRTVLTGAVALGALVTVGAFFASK
RGS7-Gao reg – human RGS7-Galphao interaction regulation; Multiplexed bead flow cytometry, RGS7-Galphao binding; actives lie on both sides; P09471; 220,000 tested, 0.35% active; binding response (% of control), % at 10 µM; in the data active = binding response below about 49% or above about 150%; inconclusive = no clear call, values can overlap the other calls; inactive = in between;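 note: fluorescent Galphao held in activated GDP-AlF4 state binding bead-coupled RGS7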
* marks the source's active call; other numbers are inactive results; ? = inconclusive. Cut-off read from the data, not from the text of the source, unless noted: active = inhibition above about 40%.

SMILES	Bim-Bcl-2	Bim-Bfl-1	Bcl-B Bim block	ABCB1 block	Mcl-1 Bim block	RGS8-Gao reg	RGS4-Gao reg	ABCG2 block	Bcl-XL Bim block	Bcl-W Bim block	RGS7-Gao reg
CN(c1ccccc1)S(=O)(=O)c1ccc(C(=O)OCC(=O)NCc2ccco2)cc1	-5	-3	-10	0.1	-3	102	87	0	-9	1	96
CCSc1ccc2cc(OC)ccc2[n+]1CC	1	5	-1	-0.9	0	95	94	-1	-5	-2	91
Cc1cc(-c2n[nH]c(=S)n2/N=C/c2cc([N+](=O)[O-])ccc2Cl)n[nH]1	0	-4	5	-1.9	0	66	83	-11	0	1	79
Cc1nnc(SCc2ccccc2)nc1/C=C/NOCc1ccc(Cl)cc1Cl	-3	-2	-9	0.1	1	100	100	3	1	2	104
CC(C)(C)c1ccc(C(=O)N/N=C/c2ccc(OCCCF)cc2)cc1	1	5	4	0.1	-2	97	97	0	-2	-4	92
CCOC(=O)Cc1csc(SCC(=O)/C(C#N)=C(\C)N)n1	-11	-13	-10	0.1	-2	116	109	2	-4	-5	91
O=c1cc(N2CCN(c3ccccc3)CC2)[nH]c(=O)n1C1CCCCC1	-51	-4	11	1.5	-1	100	102	17	-1	2	98
CC(=O)c1c(C(C)=O)c(C)n(Cc2ccc(Cl)cc2)c1C	-2	-2	0	0.6	-2	104	102	1	-3	-1	102
O=C(O)CNC(=S)N(Cc1ccccc1F)C1CCCCC1	-8	-3	-2	-0.3	-2	105	97	0	0	-3	99
COc1ccccc1Oc1ccc2c(c1)C(=O)N(c1ccc(C)cc1)C2=O	2	0	-4	0.3	-1	100	101	1	0	0	104

Single records (already shown). Values in the order: Bim-Bcl-2, Bim-Bfl-1, Bcl-B Bim block, ABCB1 block, Mcl-1 Bim block, RGS8-Gao reg, RGS4-Gao reg, ABCG2 block, Bcl-XL Bim block, Bcl-W Bim block, RGS7-Gao reg
`CCSc1ccc2cc(OC)ccc2[n+]1CC` is listed as 1, 5, -1, -0.9, 0, 95, 94, -1, -5, -2, 91
`CCOC(=O)Cc1csc(SCC(=O)/C(C#N)=C(\C)N)n1` is listed as -11, -13, -10, 0.1, -2, 116, 109, 2, -4, -5, 91
`CC(C)(C)c1ccc(C(=O)N/N=C/c2ccc(OCCCF)cc2)cc1` is listed as 1, 5, 4, 0.1, -2, 97, 97, 0, -2, -4, 92

Remaining list, next part:
SMILES	Bim-Bcl-2	Bim-Bfl-1	Bcl-B Bim block	ABCB1 block	Mcl-1 Bim block	RGS8-Gao reg	RGS4-Gao reg	ABCG2 block	Bcl-XL Bim block	Bcl-W Bim block	RGS7-Gao reg
N=C1C(c2ccccc2)=C(O)CN1c1cccc2ccccc12	4	-2	-2	0.6	0	100	96	2	0	0	?
Cc1ccc(C(=O)/C=C\C(=O)c2ccc(C)cc2)cc1	3	9	-4	0.2	-10	85	97	0	-3	-2	106
O=C(COC(=O)c1cccnc1Nc1ccccc1F)NCCN1C(=O)CSC1=O	-6	-7	-6	-0.3	0	98	106	0	-2	-2	102
O=C(/C=C/c1ccccc1)Nc1ncn[nH]1	-4	-7	-2	1.2	0	95	96	10	0	1	94
Cc1ccc2[nH]c(=O)c(Cc3ccccc3)c(O)c2c1	-6	-7	-3	-0.3	-1	101	99	0	-2	-2	97
N#C/C(=C\c1cccs1)C(=O)NCc1ccccc1	-10	-15	-13	0.2	-5	101	101	2	-9	-5	101
COc1nc(NC23CC4CC(CC(C4)C2)C3)nc(OC)n1	-5	-2	-3	0.5	-1	99	101	3	-1	-2	101
COC(=O)Cc1n[nH]c(=S)[nH]c1=O	-11	-5	-8	0.1	-1	88	89	1	0	-1	88
O=C(CCn1nnc2ccccc21)Nc1nnc(-c2ccccc2F)s1	8	2	4	-0.7	5	100	110	6	6	1	104
COc1cccc(CNC(=O)c2nnn(CC(=O)Nc3ccc(C)c(C)c3)c2N)c1	1	2	-10	-0.2	-4	83	96	-2	-5	-8	95

Random excerpt: three entries already listed.
SMILES	Bim-Bcl-2	Bim-Bfl-1	Bcl-B Bim block	ABCB1 block	Mcl-1 Bim block	RGS8-Gao reg	RGS4-Gao reg	ABCG2 block	Bcl-XL Bim block	Bcl-W Bim block	RGS7-Gao reg
CC(C)(C)c1ccc(C(=O)N/N=C/c2ccc(OCCCF)cc2)cc1	1	5	4	0.1	-2	97	97	0	-2	-4	92
Cc1cc(-c2n[nH]c(=S)n2/N=C/c2cc([N+](=O)[O-])ccc2Cl)n[nH]1	0	-4	5	-1.9	0	66	83	-11	0	1	79
O=C(O)CNC(=S)N(Cc1ccccc1F)C1CCCCC1	-8	-3	-2	-0.3	-2	105	97	0	0	-3	99

Later entries:
SMILES	Bim-Bcl-2	Bim-Bfl-1	Bcl-B Bim block	ABCB1 block	Mcl-1 Bim block	RGS8-Gao reg	RGS4-Gao reg	ABCG2 block	Bcl-XL Bim block	Bcl-W Bim block	RGS7-Gao reg
CC(C)n1c(O)c(N=Nc2ccccn2)c2ccccc21	-4	-1	-3	0.6	-3	105	100	19	-2	0	105
Cc1cccc2sc(NNC(=O)c3ccc(S(=O)(=O)N4CCCC(C)C4)cc3)nc12 (stereo unspecified)	-1	2	-15	-1.4	-2	101	98	-2	-7	-5	99
O=S(=O)(c1cccc(NC(=S)N2CCN(c3ccccc3F)CC2)c1)C(F)F	-5	-5	-35	0.1	-4	97	97	-3	-6	-2	100
Cc1ccc(Cn2c(NS(=O)(=O)c3ccccc3)nc3ccccc32)cc1	0	0	0	1.6	0	101	102	3	-1	0	99
CCOC(=O)c1ccc(NC(=O)CC2C(=O)N(c3ccccc3)C(=O)N2CCCOC)cc1 (stereo unspecified)	-7	-14	-9	0.3	-1	102	103	3	-4	0	98
COc1ccc(NC(=O)C(CCS(C)(=O)=O)NC(C)=O)cc1 (stereo unspecified)	-3	-2	0	1.5	-1	103	101	12	-2	-1	101
O=C(O)COc1ccccc1/C=N/NC(=O)Cc1csc(Nc2cccc(C(F)(F)F)c2)n1	3	1	0	-0.1	-4	40*	39*	1	0	0	?
O=C(Cn1c(=O)oc2ccccc21)N(Cc1ccccc1)C1CCS(=O)(=O)C1 (stereo unspecified)	-2	0	-3	0.8	0	99	97	2	-3	-3	99
Cc1cc(Cl)ccc1OCC(=O)NCCOc1nc(N2CCOCC2)nc(N2CCOCC2)n1	0	3	0	-0.2	-2	95	106	-2	0	0	106
CCOC(=O)c1ccccc1NC(=O)/C=C/c1cc(OC)c(OC)c(OC)c1	-1	-3	0	1.8	-1	101	103	5	-4	1	101
O=[N+]([O-])c1cc(Cl)ccc1N1CCN(c2ccccc2O)CC1	-2	-1	-2	0.5	0	103	103	1	-4	0	110
Cc1ccc(NC(=O)CN(C)CC(=O)Nc2ccc(N3CCOCC3)cc2)c(C)c1	0	-2	0	0.1	-2	101	99	9	-5	-2	102
Cc1cccc(N/C(=N\S(=O)(=O)c2ccccc2)C(F)(F)F)c1	0	-7	10	0.2	2	101	102	0	0	3	98
Cc1ccc(S(=O)(=O)CC2CSc3nc4ccccc4n32)cc1 (stereo unspecified)	-8	-13	-12	1.2	-2	99	98	2	3	-1	99
O=C(NCc1ccccn1)C1CCCN(Cc2cnn(-c3ccccc3)c2-n2cccc2)C1 (stereo unspecified)	-5	-4	-3	0.5	0	100	102	0	0	0	101
Cn1c(=O)c2ncn(CC(=O)Nc3cccc(-c4nc5ccccc5s4)c3)c2n(C)c1=O	-7	-5	-10	0.3	0	98	97	0	6	2	103
COc1cccc(/C=N/n2c(=S)n(C)c3ccccc32)c1OC	-4	-7	0	0.1	0	99	103	4	-8	0	97
CCCCOC(=O)Nc1sc2nc(C)cc(C)c2c1-n1cccc1	-7	-16	-9	0.7	-1	97	96	20	-3	-1	98
CN1CCCC1CCNS(=O)(=O)c1ccc(Br)cc1 (stereo unspecified)	21	3	-2	1.9	3	100	102	6	6	0	96
CN(/C=C/C(=C/C=[N+](C)c1ccccc1)OCCCS(=O)(=O)[O-])c1ccccc1	3	6	4	-0.4	1	102	97	-1	-1	2	100
Cc1[nH]c(=O)[nH]c(=O)c1S(=O)(=O)N1CCN(c2ccccc2F)CC1	-4	-14	-3	0.1	0	102	97	0	0	0	98
Cc1cccnc1NC(=S)Nc1ccc(Br)cc1Cl	0	-1	-7	0.7	-2	101	101	17	-2	-6	?
COC(=O)c1ccc(Sc2ccccc2NS(=O)(=O)c2ccc(C)cc2)nc1	-7	-6	-8	0.4	-4	98	97	2	-10	0	99
C=CCN=C(NC#N)SCC(=O)NCc1ccccc1	-6	-8	-10	0.4	2	100	102	2	-6	-1	99
Nc1ccc(Oc2ccc(Cl)cc2)cc1	1	-4	0	0.4	0	100	106	1	-2	-4	101
Cc1cc(C)n(Cc2ccc(NC(=O)c3nn(C)cc3[N+](=O)[O-])cc2)n1	-5	-4	-3	0.2	1	103	98	1	-1	1	105
CS(=O)(=O)Nc1ccccc1Oc1ccccc1	-17	-22	-11	1.5	-8	100	99	20	-11	-6	100
NS(=O)(=O)c1cccc(NC(=O)COC(=O)COc2ccc3ccccc3c2)c1	-2	0	-3	-0.2	-4	102	99	-1	-2	0	97
Cn1c(=O)oc2cc(S(=O)(=O)NC3CCCc4ccccc43)ccc21 (stereo unspecified)	-3	-3	-6	0.0	-1	98	97	-1	-4	0	94
CCN(CC)C(=O)CC(c1ccc(F)cc1)c1ccco1 (stereo unspecified)	-1	-1	0	0.2	-1	96	95	2	0	-1	97
CCCn1c(=NC(=O)c2c(-c3c(F)cccc3Cl)noc2C)c(C(=O)OCC)cc2c(=O)n3ccccc3nc21	4	-5	-33	-1.8	4	96	96	-12	5	-1	97
CNc1nc(CCN2C(=O)c3ccccc3C2=O)cs1	-6	-8	-7	-1.6	-4	100	94	-1	7	-1	92
COc1ccc(S(=O)(=O)NCCSCc2ccco2)cc1C	-3	-2	-2	-0.1	-4	99	101	0	-5	-4	102
Cc1cccc(N2CCN(Cc3ccoc3)CC2)c1C	1	0	0	0.6	0	101	103	2	1	3	105

Another view of part of the listing above.
canonical_smiles | Bim-Bcl-2 | Bim-Bfl-1 | Bcl-B Bim block | ABCB1 block | Mcl-1 Bim block | RGS8-Gao reg | RGS4-Gao reg | ABCG2 block | Bcl-XL Bim block | Bcl-W Bim block | RGS7-Gao reg
CCOC(=O)c1ccccc1NC(=O)/C=C/c1cc(OC)c(OC)c(OC)c1 | -1 | -3 | 0 | 1.8 | -1 | 101 | 103 | 5 | -4 | 1 | 101
COc1cccc(CNC(=O)c2nnn(CC(=O)Nc3ccc(C)c(C)c3)c2N)c1 | 1 | 2 | -10 | -0.2 | -4 | 83 | 96 | -2 | -5 | -8 | 95

An excerpt of these results, with bars between the fields:
mol | Bim-Bcl-2 | Bim-Bfl-1 | Bcl-B Bim block | ABCB1 block | Mcl-1 Bim block | RGS8-Gao reg | RGS4-Gao reg | ABCG2 block | Bcl-XL Bim block | Bcl-W Bim block | RGS7-Gao reg
CNc1nc(CCN2C(=O)c3ccccc3C2=O)cs1 | -6 | -8 | -7 | -1.6 | -4 | 100 | 94 | -1 | 7 | -1 | 92
COc1ccc(S(=O)(=O)NCCSCc2ccco2)cc1C | -3 | -2 | -2 | -0.1 | -4 | 99 | 101 | 0 | -5 | -4 | 102
